RGS4 inh: blocks human RGS4-accelerated GTP hydrolysis | 0.039% of 390,000 active | Transcreener GDP fluorescence polarization, RGS4-accelerated GTP hydrolysis | Potency, µM (highest dose often 114 µM), for inactives: at the highest dose activity change, negative = inhibition, usual class: inhibitors | P49798; note: potency is the fitted concentration of half-maximal effect; % is set by controls: 0 for no effect and ±100 for the full control effect; nearly all actives have a fitted effect of over 75% in size; some results filed as inactive show a strong effect at the top dose
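MLSMR compounds (23 nl, pin-transferred) preincubated 10 min at room temperature with a 500nM (2x) first reagent, then RGS4 at 900nM (2x) plus Transcreener GDP mix added; fluorescence polarization (620/688 nm) read before and after 90 min at 30 °C.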
IDH1 R132H inh: blocks human mutant IDH1 R132H enzyme | O75874 | IDH1-R132H enzyme, NADPH consumption, diaphorase/resazurin fluorescence | Potency, µM (series often up to 76.6 µM), inactives show at the top dose activity change, negative = inhibition, hits mostly inhibitors | 0.093% of 390,000 active; note: potency is the fitted concentration of half-maximal effect; % is set by controls: 0 for no effect and ±100 for the full control effect; nearly all actives have a fitted effect of over 65% in size
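IDH1-R132H (0.5 ug/mL) preincubated 30 min with compound, then NADPH (0.016 mM) and alpha-KG (2 mM) added; 80 min at RT, pH 7.5. Remaining NADPH coupled via diaphorase/resazurin to fluorescence (540/590 nm); concentration-response curves normalized to no-enzyme control.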
LDHA block: LDHA (human) enzyme inhibition; purified LDHA, NADH/diaphorase-resazurin fluorescence; stronger effect = lower value; 0.15% of 480,000 active; activity change, % (values are at about 110 or 230 µM); AID 1347041; P00338; in the data active = activity change below about -30%; inconclusive = mostly about -25% to -30%;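 note: plate controls were DMSO wells for no effect and wells without enzyme for full effect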
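Human LDH5 at 2 nM final in Tris HCl pH 7.4 with 0.06 mM NADH and 0.2 mM pyruvate, reacted 5 minutes at room temperature. Remaining NADH coupled via diaphorase/resazurin; resorufin fluorescence read at 0 and 20 minutes, normalized to enzyme-free and DMSO wells.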
USP1-UAF1 inh: USP1/UAF1 (human) deubiquitinase inhibition; O94782; recombinant USP1/UAF1, Ub-Rhodamine cleavage fluorescence; Potency, µM (highest dose often 57.1 µM), inactives show at the top dose activity change, negative = inhibition, usual class: inhibitors; 0.23% of 390,000 active; AID 743255; note: potency is the fitted concentration of half-maximal effect; % is set by controls: 0 for no effect and ±100 for the full control effect; nearly all actives have a fitted effect of over 60% in size; inactives centre near -12
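In this screen, compounds sit with the deubiquitinase complex (1nM) for 15 min at room temperature before Ub-Rho is added at 150nM final. Fluorescence rise is then followed for 6 reads every 60 seconds.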
rTrxR1 inhibitor: inhibitors of rat thioredoxin reductase 1. O89049. 1% of 390,000 active. recombinant rTrxR1, NADPH fluorescence consumption, selenite substrate. Potency, µM (top dose mostly 114 µM), inactives show at the highest dose activity change, negative = inhibition, hits mostly inhibitors. AID 588453; note: potency is the fitted concentration of half-maximal effect; % is set by controls: 0 for no effect and ±100 for the full control effect; nearly all actives have a fitted effect of over 65% in size
Target sequence (O89049 whole entry, looked up): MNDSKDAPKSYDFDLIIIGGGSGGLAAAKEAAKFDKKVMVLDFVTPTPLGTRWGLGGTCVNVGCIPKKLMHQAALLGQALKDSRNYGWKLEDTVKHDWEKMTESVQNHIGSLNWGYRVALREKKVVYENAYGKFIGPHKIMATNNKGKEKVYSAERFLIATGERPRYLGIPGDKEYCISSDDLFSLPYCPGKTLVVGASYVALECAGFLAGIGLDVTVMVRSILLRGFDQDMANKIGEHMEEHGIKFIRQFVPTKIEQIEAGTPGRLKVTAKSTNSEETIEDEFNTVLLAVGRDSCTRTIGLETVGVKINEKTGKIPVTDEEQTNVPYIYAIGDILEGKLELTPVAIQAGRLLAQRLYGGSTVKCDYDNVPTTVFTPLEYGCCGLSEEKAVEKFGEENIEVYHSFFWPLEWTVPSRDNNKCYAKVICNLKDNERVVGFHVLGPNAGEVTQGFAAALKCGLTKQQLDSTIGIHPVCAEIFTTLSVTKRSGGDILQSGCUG
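Rat TrxR1 (90 nM in the dispensed reagent) was pre-reduced with 400 uM NADPH for 5 min at room temperature, then incubated with compound for 15 min. After 400 uM selenite was added, NADPH fluorescence (Ex 340/Em 450 nm) was followed for 8 min.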
Vif-A3F inh: Vif-A3F binding inhibition; HeLa A3F-eYFP + Vif (tagged APOBEC3F with the HIV-1 protein that degrades it), YFP fluorescence increase; Potency, µM (doses to about 46.1 µM), for the others: at the highest dose activity, negative = active; 0.2% of 390,000 active; AID 602313; note: potency is the fitted concentration of half-maximal effect; % of control where 0% means no effect; nearly all actives have a fitted effect of over 65% in size
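HeLa cells stably expressing A3F-eYFP plus Vif, plated and incubated overnight at 37 deg C, then exposed to compounds overnight at 37 deg C. Blocked degradation read as raised yellow fluorescence (Ex 488/Em 500-530).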
Vif-A3G inh: inhibitors of Vif-APOBEC3G interaction; Q9HC16; HeLa A3G-eYFP + Vif (tagged APOBEC3G with the HIV-1 protein that degrades it), YFP fluorescence, overnight; Potency, µM (series often up to 46.1 µM), for the others: top-dose activity, negative = active, actives largely listed as inhibitors; 0.076% of 410,000 active; AID 602310;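 note: potency is the fitted concentration of half-maximal effect; % is set by controls: 0 for no effect and ±100 for the full control effect; nearly all actives have a fitted effect of over 60% in size; hits raise eYFP signal because A3G escapes Vif-driven loss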
Target sequence (Q9HC16 whole entry, looked up): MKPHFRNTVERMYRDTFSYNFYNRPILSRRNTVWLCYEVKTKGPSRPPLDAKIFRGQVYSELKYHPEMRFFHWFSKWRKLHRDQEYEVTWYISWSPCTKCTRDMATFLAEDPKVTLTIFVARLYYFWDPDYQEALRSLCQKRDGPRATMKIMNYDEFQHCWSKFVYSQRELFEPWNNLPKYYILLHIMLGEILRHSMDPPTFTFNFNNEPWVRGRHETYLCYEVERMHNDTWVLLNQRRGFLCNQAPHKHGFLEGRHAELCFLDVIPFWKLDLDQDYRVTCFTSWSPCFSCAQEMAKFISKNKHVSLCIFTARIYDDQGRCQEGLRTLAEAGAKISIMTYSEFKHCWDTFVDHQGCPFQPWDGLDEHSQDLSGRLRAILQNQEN
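HeLa cells stably expressing Vif and C-terminally eYFP-tagged A3G, seeded overnight at 37 deg C, then exposed to compound by pintool overnight at 37 deg C. Rise in yellow fluorescence (Ex 488/Em 500-530, Acumen) marks blocked Vif-driven A3G degradation.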
TrxR1 substrate: substrates of rat thioredoxin reductase 1 | 0.01% of 390,000 active | Potency, µM (highest dose often 114 µM), inactives show at the highest dose activity change, negative = substrate turnover | O89049 | purified TrxR1 substrate turnover, NADPH consumption readout; note: potency is the fitted concentration of half-maximal effect; % is set by controls: 0 for no effect and ±100 for the full control effect; nearly all actives have a fitted effect of over 50% in size
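Rat TrxR1, dispensed at 90 nM, was prereduced with 400 uM NADPH (final) for 5 min at ~22 deg C, then incubated with compound 15 min before 400 uM selenite. A first-read NADPH fluorescence drop versus no-compound background flagged substrates.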
GRP78 ERSR act: ER stress response induction in glioma | U87-MG GRP78 promoter luciferase reporter, 16 h | Potency, µM, inactives show at the top dose activation, hits mostly activators | 0.02% of 420,000 active | AID 602332; note: potency is the fitted concentration of half-maximal effect; series mostly up to about 76 µM; % of control where 0% means no effect; nearly all actives have a fitted effect of over 35% in size
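ERSR induction read as luciferase luminescence (Bright-Glo, 10 min at room temperature) in stably transfected human U87-MG glioma cells exposed to compounds for 16 h, using GRP78 as sensor.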
Starred values were filed as active, the others as inactive; ? = inconclusive; · = not tested or not shown; & = joins results of further samples; [ ] = remark or other dose. Unless noted, calls come from the whole dose curve; as a rule, active = well fitted curve in the direction sought with a large enough effect; inconclusive = small, poorly fitted or top-dose-only effect, or another doubt; inactive = no such curve, though single readings can be large; an effect the other way counts as inactive or inconclusive. Not all compounds are listed (hit frequency here may not be typical).

SMILES | RGS4 inh | IDH1 R132H inh | LDHA block | USP1-UAF1 inh | rTrxR1 inhibitor | Vif-A3F inh | Vif-A3G inh | TrxR1 substrate | GRP78 ERSR act
COc1ccccc1N1CCN(Cc2c(F)cccc2Cl)CC1 | 10% | 4% | 0 | -15% | 3% | -4% | 0% | -3% | -2%
NC(=S)c1cn(C2OC(CO)C(O)C2O)c2ncnc(N)c12 (stereo unspecified) | -47% | -9% | -3 | -9% | -1% | 0% | -19% | 8% | -5%
COc1ccc(C)cc1NC(=O)c1c(C)nn(Cc2ccccc2)c1Cl | -10% | 3% | -7 | -13% | 15%[57.1 µM] | -9% | -2% | -4%[57.1 µM] | -5%
Cn1c(O)c(N=Nc2ccc(S(=O)(=O)N3CCOCC3)cc2)c(=O)n(C)c1=O | -30% | -5% | 1 | -12% | 26% | -7% | 0% | -6% | -1%
O=C(NC1CCCCC1)[C@@H]1CC=C[C@@H]2CCN(Cc3ccccc3)C(=O)[C@@H]21 | 23% | 8% | -9 | -8% | 9%&20% | 4% | 2%&0% | -1%&1% | -1%&-2%
CN(C)C(=O)Oc1ccc(Cl)c2ccccc12 | 10% | 7% | -7 | -12% | 12%[57.1 µM] | -9% | 3% | 7%[57.1 µM] | -2%
Cc1cccc(C)c1NC(=O)CN(C)CC(=O)Nc1ccc(C#N)c(Cl)c1 | -17% | 7% | 3 | -1% | 5% | · | 0% | 5% | -6%
CN1C(=O)N(C)C(=O)C(CCc2ccccn2)(CCc2ccccn2)C1=O | 3% | -1% | -11 | 0% | -11% | 1% | -1% | -12% | -2%
COC(=O)C1=C(c2cccc(C#N)c2)C[C@@H]2CC[C@H]1N2C(=O)N1CCCCC1 | -16% | 8% | -1 | ? | 6% | 2% | 0% | 2% | 4%
O=[N+]([O-])c1ccc(N2CCCNCC2)c2ncccc12 | 5% | 13% | 14 | -9% | ? | 1% | 1% | -14% | -1%
CCC(=Nc1cc(OC)ccc1OC)c1c(O)[nH]c(=O)[nH]c1=O | -16% | 5% | 17 | -15% | -3% | -5% | -6% | -2% | 0%
O=[N+]([O-])c1cccc(C2N3CCCN23)c1 (stereo unspecified) | -7% | -1% | -4 | -22% | 19% | -19% | 0% | 4% | -1%
CC(NC(=O)Oc1ccccc1)C(c1cccs1)N1CCOCC1 (stereo unspecified) | 26% | 5% | -10 | ? | -8% | 0% | 2% | 11% | -2%
O=S(=O)(c1ccc(Cl)cc1)N1CC1c1ccccc1 (stereo unspecified) | 10% | 2% | -6 | -14% | -17% | 8% | -3% | -8% | 2%
COc1ccc(CC(=O)N2C[C@H]3C[C@@H](C2)c2cccc(=O)n2C3)cc1 | -19% | -7% | -2 | 12% | 2% | 4% | -2% | 1% | -3%
CCN(C(=O)COC(=O)c1cn(C)c2ccccc12)c1ccc(F)cc1 | 20% | -5% | -5&7 | -22% | 6% | -1% | 0% | -6% | -4%
CCOC(=O)c1cc(C(O)(C(=O)OC)C(F)(F)F)c(/N=C/N(C)C)o1 (stereo unspecified) | 11% | -2% | -4 | 3% | -18% | 0% | -2% | -11% | -3%
CC(=O)O[C@H]1C[C@@H]2OC3C=C(C)CCC3(C)[C@@]1(C)[C@@]21CO1 (stereo partly specified) | -1% | -2% | -7 | -6% | -15%[11.4 µM] | 8% | -23% | 17%[57.1 µM] | -4%
COC(=O)C1=C(c2ccc(-c3ccccc3)c(F)c2)C[C@@H]2CC[C@H]1N2C(=O)NCCOc1ccc(OC)cc1 | 12% | 4% | 4 | -31% | 36%[activator] | -2% | 4% | 15% | -4%
CCC(C)N1CCN(C(=O)COc2ccc3ccccc3c2)CC1 (stereo unspecified) | -23% | 8% | -12 | -12% | 20% | 4% | 4% | 2% | -2%
Cc1ccsc1C(=O)C1CCCN(Cc2cn(C)nc2C)C1 (stereo unspecified) | -11% | 0% | -6 | -4% | 10%[57.1 µM] | 5% | 0% | 6%[57.1 µM] | 1%
C=CCCC1(CC(C)C)C(=O)NC(=S)NC1=O | 10% | 7% | -12 | -17% | -1%[11.4 µM] | 0% | -7% | 11%[57.1 µM] | -5%
O=C(c1ccccc1)C(Cc1ccccc1)N1CCOCC1 (stereo unspecified) | 4% | 1% | -6 | -14% | 1%[11.4 µM] | -2% | 0% | 13%[57.1 µM] | -3%
O=[N+]([O-])c1ccc(N2CCCC2)c2ccncc12 | -13% | 2% | 7 | -27% | -3%[57.1 µM] | 0% | -4% | -8% | -2%
CC(=O)Nc1ccc(OC(=O)c2ccccc2N)cc1 | -11% | -1% | 1 | -10% | 0% | 0% | 1% | 29% | -6%
CCCCn1c(O)c(C=Nc2c(C)n(C)n(-c3ccccc3)c2=O)c(=O)[nH]c1=O | -12% | -2% | -10 | -8% | 5% | 1% | 0% | -3% | 1%
CN1CCC(O)(c2ccc(Cl)cc2)C(C(=O)c2ccc(Cl)cc2)C1 (stereo unspecified) | -33% | -12% | -7 | -15% | 0.11µM* | -4% | 1% | 4% | -12%
CCCn1nc2ccccc2c1P(=O)(N1CCOCC1)N1CCOCC1 | 26% | -3% | 2 | -22% | 7% | -13% | -4% | -1% | -6%
O=C(NC(=O)c1c(F)cccc1F)Nc1cc(Cl)c(F)c(Cl)c1F | 34% | -5% | -8 | 0% | 28%[57.1 µM] | -9% | -4% | 5%[57.1 µM] | 5%
O=c1[nH]c(=O)n(CCC2=CCCCC2)c(O)c1C=NCCCn1ccnc1 | -11% | 8% | 0 | -21% | 7% | · | -1% | -1% | -1%
CN(C)C(=O)Oc1ccnc2cc(Cl)ccc12 | 4% | 8% | -11 | -16% | 4% | 1% | -4% | 5% | -1%
CCOc1c(P(=S)(N(C)C)N(C)C)c(C)nn1-c1ccccc1 | -4% | 10% | -4 | -23% | 6% | 6% | 1% | -3% | -1%
COC1=CCC2([N+](=O)[O-])CN(C)CC1([N+](=O)[O-])C2 (stereo unspecified) | -10% | -11% | -1 | 1% | 8% | -7% | -4% | 2% | -1%
O=C(Nc1cccc2ccccc12)c1nn(C23CC4CC(CC(C4)C2)C3)cc1Br | 10% | 1% | 2 | -15% | 11%[57.1 µM] | 4% | 1% | -7%[57.1 µM] | -4%
COc1ccc(CNCCc2c[nH]c3ccccc23)c(OC)c1C | 5% | 0% | -23&5 | 5% | -12%[57.1 µM] | 16% | -1% | 5%[57.1 µM] | -8%
C=CCn1c(O)c(C(=O)CCCCCC)c(=O)[nH]c1=O | 24% | 5% | -1 | 4% | -15% | 1% | -6% | -10% | -10%
COC(=O)C1=C(c2ccc(F)cc2OCc2ccccc2)C[C@@H]2CC[C@H]1N2C(=O)NCCCc1ccccc1 | 8% | -8% | 0 | -26% | 35% | 1% | -2% | 7% | -7%
CC(=O)N(C1=NCCCS1)c1ccccc1Cl | 28% | 3% | -6 | 3% | 50% | 5% | 1% | 5% | -3%
CCOc1ccccc1C1SCC(=O)Nc2c1c(=O)[nH]n2C(CC)CC (stereo unspecified) | -53% | 1% | -5 | -25% | 18%[57.1 µM] | 9% | -2% | 12%[57.1 µM] | 4%
Cc1ccc(-n2c(O)c(/C=C/C=Nc3ccccc3)c(=O)[nH]c2=O)cc1 | -17% | 5% | -10 | 18% | -4% | ? | ? | -8% | 1%
COc1ccc(NC(=S)N2Cc3ccccc3-n3nncc3C2)c(OC)c1 | · | -2% | -7 | -15% | · | -4% | 0% | · | -1%
Cc1c(C(c2ccc(Br)cc2)c2c(O)c3ccccc3oc2=O)c(=O)n(-c2ccccc2)n1C (stereo unspecified) | -17%&35% | 9%&4% | 1&-9 | -15%&6% | 15%&1% | 1%&0% | 0%&-9% | 6%&-7% | 1%&-6%
CCN(CC)c1ccc(CNCCc2ccccc2F)cc1 | -12% | 1% | 0 | -7% | 14%[57.1 µM] | -24% | -13% | 5%[57.1 µM] | -8%
CCOC(=O)c1c(-n2c(C)cc(/C=C3/C(=O)NC(=O)N(CC)C3=O)c2C)sc2c1CCCC2 | -19% | ? | -5 | -11% | -9%[57.1 µM] | 4% | 3% | -11% | -5%
CCC(=O)c1cn(Cc2ccccc2C#N)c2ccccc12 | -1% | 10% | 5&1 | -15% | -8% | 3% | -7% | -5% | -4%
CCCN(CCC)CCc1c[nH]c2ccc(C(N)=O)cc12 | -6%[56.9 µM] | · | 5 | · | 21%[57.1 µM] | · | · | 13%[57.1 µM] | -1%&-5%
O=CC(Cl)P(=O)(N1CCCCC1)N1CCCCC1 (stereo unspecified) | -23%[11.4 µM] | -1% | -3 | -16% | 16%[57.1 µM] | 4% | -3% | -8%[57.1 µM] | -5%
CCN1C[C@]2(OC(=O)c3ccccc3NC(C)=O)CCC(OC)C34C5C[C@H]6C(OC)[C@]5(O)[C@](O)(C[C@@H]6OC)C(C[C@@H]32)[C@H]14 (stereo partly specified) | 15% | 2% | -2 | 2% | -14% | 1% | 0% | 4% | -1%

Assay outcomes deposited in PubChem by National Center for Advancing Translational Sciences (NCATS).
